# Compound activity as filed in PubChem BioAssay.
# GAA inhib = alpha-glucosidase (human) inhibition. P10253. Potency, µM (top dose mostly 76.9 µM), for inactives: at the top dose activity change, negative = inhibition, hits mostly inhibitors. 200,000 tested, 0.005% active. AID 1466. purified human GAA, 4-MU-alpha-glucoside fluorescence;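 note: plate controls were uninhibited enzyme wells for no effect and no-enzyme background for full effect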
#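 Compounds are titrated up to 77 uM against 4 nM human enzyme. Substrate 4-methylumbelliferyl-alpha-D-pyranoside (400 uM) reacts 20 min at room temperature in pH 5.0 buffer; liberated 4-methylumbelliferone is read at 440 nm.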
# GAA glycogen mod = inhibitors or activators of human alpha-glucosidase glycogen cleavage | 300,000 tested, 0.38% active | recombinant GAA, glycogen substrate, Amplex Red glucose oxidase fluorescence | Potency, µM (highest dose often 76.4 µM), without a hit: top-dose activity change, negative = inhibition, usual class: inhibitors | AID 2100 | P10253;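 note: 0% = full enzyme reaction and -100% = no-enzyme basal signal; the screen sought inhibitors and activators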
#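 Recombinant human enzyme (4 nM); glycogen substrate; 37 C, 40 min, pH 5.0. Readout: coupled glucose oxidase/Amplex Red fluorescence.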
# GoLoco inh red = RGS12 GoLoco-Gai1 interaction inhibition; AID 880; Gai1:RGS12 GoLoco peptide FP, rhodamine, 10 min; 230,000 tested, 0.44% active; Potency, µM (top dose mostly 61.6 µM), without a hit: at the highest dose activity, negative = inhibition, usual class: inhibitors; P63096; active = well fitted inhibition curve with a large enough effect, not every such curve was filed as active; inactive = no such curve, though single readings can be large or run the other way; note: % is set by controls: 0 for no effect and ±100 for the full control effect; nearly all actives have a fitted effect of over 30% in size; many of its hits are not listed in these tables
# Target sequence (P63096 whole entry, looked up): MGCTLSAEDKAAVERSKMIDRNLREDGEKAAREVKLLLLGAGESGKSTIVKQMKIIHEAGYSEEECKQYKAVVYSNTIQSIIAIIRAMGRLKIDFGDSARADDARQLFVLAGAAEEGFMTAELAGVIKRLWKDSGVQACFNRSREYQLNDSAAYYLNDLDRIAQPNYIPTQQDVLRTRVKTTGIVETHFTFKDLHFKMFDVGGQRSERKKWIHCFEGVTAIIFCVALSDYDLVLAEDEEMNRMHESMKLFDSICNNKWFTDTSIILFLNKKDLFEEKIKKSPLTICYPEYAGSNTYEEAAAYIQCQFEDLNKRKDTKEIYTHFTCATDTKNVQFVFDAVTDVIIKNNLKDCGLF
# aGlu spleen mod = lysosomal alpha-glucosidase (human) modulation; P10253; human spleen homogenate, 4-MU-alpha-glucoside fluorescence; Potency, µM (titrated, usually from 79.9 µM), without a hit: at the top dose activity change, negative = inhibition, most hits filed as inhibitors; 240,000 tested, 0.006% active;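 note: 0% = enzyme with vehicle and -100% = no enzyme basal signal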
#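 AC50 values come from Hill-equation fits of concentration-response data, normalized to no-enzyme and full-activity controls. Enzyme source: 1 ug human spleen homogenate; 1 mM fluorogenic 4-MU glucoside, pH 5.0 citrate buffer, 37 C, 40 min.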
# HTT aggregate = inhibitors of mutant huntingtin aggregate formation in PC12 cells. 220,000 tested, 1.1% active. AID 1688. Potency, µM (highest dose often 46.1 µM), inactives show at the top dose activity change, negative = inhibition, hits mostly inhibitors. PC12 HttQ103-GFP aggregates, Acumen cytometry, 40 h; note: % is set by controls: 0 for no effect and ±100 for the full control effect; nearly all actives have a fitted effect of over 60% in size
#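 Ecdysone-promoter PC12 model expressing HTT exon 1 Q103 fused to GFP, induced by tebufenozide at 100 nM final. Compounds titrated; aggregates sized 1–25 µm scored on a 488 nm laser cytometer.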
# IMPase Li inh = IMPase inhibition in cells with lithium potentiation; CHO-M1 cells, IP1 TR-FRET (IP-One), carbachol + lithium; Potency, µM (highest dose often 59.4 µM), inactives show top-dose activity, negative = IMPase inhibition, most hits filed as inhibitors; 210,000 tested, 0.35% active; AID 1457;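 note: IP1 builds up when IMPase is blocked and the TR-FRET signal falls; plate controls were basal vehicle for no effect and high inhibitor control for full effect; nearly all actives have a fitted effect of over 50% in size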
#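 Lithium-sensitised IP1 accumulation assay; M1-expressing CHO cells treated 30 min at 37C with compound. Competitive antibody detection by time-resolved FRET followed a 10 min room-temperature lysis step.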
# HTT cytoprotect = Huntington cell model cytoprotection by ATP luminescence | AID 1471 | 230,000 tested, 0.14% active | PC12 HTT-Q103 induced, cytoprotection, ATP luminescence, 40 h | Potency, µM (series often up to 56.4 µM), inactives show cytoprotection (ATP increase), usual class: activators;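 note: % of control where 0% means no effect; nearly all actives have a fitted effect of over 45% in size; toxic huntingtin expression switched on by the ecdysone agonist tebufenozide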
#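 ATP quantification (ATPlite) reports survival of PC12 cells in which tebufenozide, 100 nM final, switches on Htt exon 1 with 103 glutamines linked to GFP; compounds are titrated.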
# Active calls of the source: *; ? = inconclusive; . = not tested or not shown; & = joins results of further samples; [ ] = remark or other dose. Unless noted, calls come from the whole dose curve; as a rule, active = well fitted curve in the direction sought with a large enough effect; inconclusive = small, poorly fitted or top-dose-only effect, or another doubt; inactive = no such curve, though single readings can be large; an effect the other way counts as inactive or inconclusive. Potency is the fitted concentration of half-maximal effect. The list is partial. The share of hits here may be higher or lower than overall.
SMILES,GAA inhib,GAA glycogen mod,GoLoco inh red,aGlu spleen mod,HTT aggregate,IMPase Li inh,HTT cytoprotect
Cc1cccc(NC(=O)/C(=C\c2cccs2)NC(=O)c2ccccc2)c1,?,?,0%,3%,0%,-1%,-21%[10 µM]
CCN1CCN(C(=O)c2ccc(COc3ccc(Cl)cc3)o2)CC1,-3%,0%,8%,-10%,14%,12%[38.3 µM],-9%
COc1ccc(C2=NO[C@@H]3[C@@H]4C[C@@H]([C@H]5C(=O)N(C)C(=O)[C@@H]45)[C@H]23)c(OC)c1,0%,10%,11%,-2%,16%[9.22 µM],.,20%[10 µM]
COc1ncc2nc(-c3cc(F)cc(F)c3)c(=O)n(CCc3ccccc3)c2n1,.,.,2%,3%,.,-7%,21%
CC1CCCCC1NC(=O)c1ccc(CNc2c(N3CCCC3)c(=O)c2=O)cc1 (configuration not stated),8%,3%,2%,3%,9%,26%[38.3 µM],-1%[10 µM]
Cc1ccc(OCC(O)Cn2c(=N)n(CCN3CCCCC3)c3ccccc32)cc1 (configuration not stated),-7%,5%,8%,-18%,-19%,29%[38.3 µM],-122%[inhibitor][0.074 µM]
FC(F)Oc1ccc(-c2csc(=Nc3cccnc3)n2CC2CCCO2)cc1 (configuration not stated),1%,-25%,22%,5%,8%,10%,-4%[10 µM]
O=C(Nc1ccc(Cl)cc1)N1CCC(c2nc(-c3ccccc3Cl)no2)CC1,-14%,-10%,0%,-1%,11µM*,41%[activator][38.3 µM],-25%
CC(=O)Nc1ccc(S(=O)(=O)NCCSCc2c(Cl)cccc2Cl)cc1,1%,-17%,0%,-9%,?,9%[38.3 µM],-61%[inhibitor]
CC(NCc1ccc(N(C)C)cc1)C1CC2CCC1C2 (configuration not stated),-11%,-11%,-6%,0%,-4%,35%[38.3 µM],9%
COC(=O)NCCOC(=O)N(O)c1ccc(Br)cc1,-10%,-19%,5%,-5%,-33%,0%[38.3 µM],-16%
COc1ccc(NC(=O)[C@H](CCS(C)(=O)=O)N2Cc3ccccc3C2=O)c(OC)c1,-2%,6%,5%,9%,-2%,6%[38.3 µM],12%
Cc1cc2nccc(-c3ccc(Cl)c([N+](=O)[O-])c3)n2n1,1%,4%,7%,6%,-2%,-1%,15%[10 µM]
COc1ccc(NC(=O)CSc2nc3ccccc3c(=O)n2CCNC(C)=O)c(OC)c1,-1%,2%,-2%,-12%,-6%,-26%[38.3 µM],0%
Cc1ccc(CN(Cc2ccco2)C(=S)NCC(=O)NCc2cccnc2)cc1,1%,-16%,8%,4%,-12%,-6%,0%
Cc1ccccc1OC(C)C(=O)NC1CCCC1 (configuration not stated),3%,-4%,-4%,-5%,-12%,20%[38.3 µM],2%
CNC(=O)CSc1nnnn1-c1ccc(C)cc1C,1%,-3%,8%,1%,-12%,0%[38.3 µM],2%[10 µM]
Cc1ccccc1Nc1nnc(SCc2cc(=O)n3ccsc3n2)s1,3%,18%,5%,-2%,-4%,8%[38.3 µM],-10%
CCc1ccc(OCc2n[nH]c(=S)n2C(C)CCCC(C)C)cc1 (configuration not stated),-13%,?,8%,-11%,-12%,-3%,-131%[inhibitor]
O=C1c2ccccc2C(O)N1Cc1ccccc1Cl (configuration not stated),-1%,8%,-4%,-12%,-10%,5%,10%[10 µM]
COC(=O)C1=C(C(=O)OC)[C@@H]2N(C)c3ccccc3[C@@]23C[C@@H](CO)N=C3N1,.,.,0%[14.2 µM],-2%[17.4 µM],.,7%,18%[10 µM]
N#CCSc1nc2ccccc2c(=O)n1C1CCCCC1,-6%,2%,6%,-4%,-30%,12%,2%
CCC1CCCCN1S(=O)(=O)c1ccc(S(=O)(=O)N2CCN(S(=O)(=O)CC)CC2)cc1 (configuration not stated),0%,2%,-3%,-2%,-27%,32%[38.3 µM],-13%[10 µM]
O=C(NCc1nc2ccccc2[nH]1)C1=C[C@@H](C2CCCCC2)C[C@@H](OCCCCO)O1,.,1%,-4%,-3%,-11%[9.22 µM],.,-6%[10 µM]
COc1ccc(C2CC(=O)N3C(=C2C#N)SCC3(O)c2ccccc2)cc1 (configuration not stated),?,-14%,194%[activator],-14%,?,5%[38.3 µM],-48%[inhibitor]

# New compounds follow.
SMILES,GAA inhib,GAA glycogen mod,GoLoco inh red,aGlu spleen mod,HTT aggregate,IMPase Li inh,HTT cytoprotect
CC(C)Oc1c(Cl)cc(CNC(C)(C)CO)cc1Cl,-20%,4%,5%,-7%,10%,21%[38.3 µM],-12%
CN(C)S(=O)(=O)c1ccc(Cl)c(NC(=O)COC(=O)C2CSC3(C)CCC(=O)N23)c1 (configuration not stated),-1%,-4%,-9%,3%,8%,-3%,.
CCCCn1c(/N=C/c2c[nH]c3ccccc23)nc2ccccc21,0%,-11%,0%,-9%,-4%,2%[38.3 µM],18%
CCCn1c(SCC(=O)N2CCCc3ccccc32)nnc1-c1ccco1,-4%,-9%,-6%,-2%,-4%,-1%[38.3 µM],7%[10 µM]
COc1ccc(-c2noc(-c3ccccc3F)n2)cc1,-7%,-16%,11%,4%,-10%,16%[38.3 µM],-18%
COc1nc2ccccc2nc1CCC(=O)O,14%,12%,11%,1%,-3%[9.22 µM],-9%,12%[10 µM]
Cc1ccc(NC(=O)Nc2cccc(Cl)c2)c(C(=O)O)c1,-3%,-5%,10%,-7%,11%[9.22 µM],0%,-34%[inhibitor]
Clc1ccc(SCc2nc3ccccc3[nH]2)cc1,0%,8%,3%,-6%,9%,21%[38.3 µM],14%
COCCNC(=O)c1ccc2c(c1)ncn2-c1ccc(F)c(F)c1,-2%,9%,12%,-4%,-10%,-17%[38.3 µM],-12%
Cc1nc(C(C)NC(=O)CCc2nnc(CCCc3ccccc3)o2)c(C)s1 (configuration not stated),7%,2%,14%,0%,2%[9.22 µM],3%,4%[10 µM]
O=C(/N=C1\NC(=O)C(F)(C(F)(F)F)S1)NC1CCCCC1 (configuration not stated),-10%,2%,-4%,0%,?,-1%[38.3 µM],2%
Cn1c(SCC(=O)N2CCN(S(=O)(=O)c3ccc(Cl)cc3)CC2)nc2ccccc21,.,-16%,-17%,-26%,-9%,20%[38.3 µM],15%
[O-][n+]1c2ccc3nonc3c2nn1-c1ccccc1Cl,5%,-3%,3%,-4%,1%,-18%[38.3 µM],18%[10 µM]
CCC(C)[C@H](NC(=O)NCc1ccc(Cl)cc1)C(=O)O (some centres not stated),1%,5%,2%,0%,-4%[9.22 µM],.,-12%[10 µM]
Cn1cccc1C(=O)OCc1cc(Cl)cc2c1OCOC2,?,8%,4%,-2%,-3%,6%[38.3 µM],0%
CC[C@H](NC(=O)c1c(C)c(-c2ccccc2)nc2ccccc12)c1ccccc1,.,-17%,-3%&-5%&7%,-3%&-1%&1%,26%[9.22 µM],14%&0%,-4%[10 µM]
CCOC(=O)C1=C(C)NC(=O)NC1c1ccc(OC(=O)c2ccco2)c(OC)c1 (configuration not stated),-2%,4%,4%,-18%,-4%,-3%[38.3 µM],3%
CCCCNC(=O)C1CCN(S(=O)(=O)c2c(C)noc2/C=C\c2ccc(OC)cc2)CC1,0%[15.4 µM],-7%,-2%,-12%,1%,0%[38.3 µM],-20%
COc1cc(NC(=O)c2cccs2)c(C(=O)OCC(=O)NCc2ccccc2)cc1OC,11%,-12%,-14%,6%,9%,?,7%
N#C/C(=N\Nc1cccc(C(F)(F)F)c1)C(=O)c1ccsc1,-5%,-2%,11%,-4%,-40%[9.22 µM],.,-49%[inhibitor][10 µM]
C=CCn1c(SC(C)C(=O)NCc2ccc3c(c2)OCO3)nnc1C1CCCCC1 (configuration not stated),-14%,15%,-2%,2%,-4%,22%[38.3 µM],-1%[10 µM]
CC1=NN(c2ccccc2)C(=O)C1C(=O)c1cc([N+](=O)[O-])cc([N+](=O)[O-])c1 (configuration not stated),-2%,-4%,23%,10%,14%,1%,-25%
CCOC(=O)c1c(C)[nH]c(/C(C)=N/O)c1C,-8%,-9%,-10%,-22%,-20%,6%[38.3 µM],5%
COc1cccc(CN(C)C(=S)Nc2cccc(C)c2)c1,-13%,2%,1%,-5%,-2%,7%,-14%
COc1cc(/C=N/NC(=O)c2ccc(COc3ccccc3Cl)o2)cc(Br)c1O,-10%,3%,6%,3%,-13%,-10%,12%[10 µM]

# An excerpt of these results, with each value named:
Cn1c(SCC(=O)N2CCN(S(=O)(=O)c3ccc(Cl)cc3)CC2)nc2ccccc21
  GAA inhib = .
  GAA glycogen mod = -16%
  GoLoco inh red = -17%
  aGlu spleen mod = -26%
  HTT aggregate = -9%
  IMPase Li inh = 20%[38.3 µM]
  HTT cytoprotect = 15%
[O-][n+]1c2ccc3nonc3c2nn1-c1ccccc1Cl
  GAA inhib = 5%
  GAA glycogen mod = -3%
  GoLoco inh red = 3%
  aGlu spleen mod = -4%
  HTT aggregate = 1%
  IMPase Li inh = -18%[38.3 µM]
  HTT cytoprotect = 18%[10 µM]
CCC(C)[C@H](NC(=O)NCc1ccc(Cl)cc1)C(=O)O (some centres not stated)
  GAA inhib = 1%
  GAA glycogen mod = 5%
  GoLoco inh red = 2%
  aGlu spleen mod = 0%
  HTT aggregate = -4%[9.22 µM]
  IMPase Li inh = .
  HTT cytoprotect = -12%[10 µM]
Cn1cccc1C(=O)OCc1cc(Cl)cc2c1OCOC2
  GAA inhib = ?
  GAA glycogen mod = 8%
  GoLoco inh red = 4%
  aGlu spleen mod = -2%
  HTT aggregate = -3%
  IMPase Li inh = 6%[38.3 µM]
  HTT cytoprotect = 0%

# Further compounds
SMILES,GAA inhib,GAA glycogen mod,GoLoco inh red,aGlu spleen mod,HTT aggregate,IMPase Li inh,HTT cytoprotect
COc1ccccc1N1CCN(Cc2c[nH]c3ccccc23)CC1,.,2%,-43%,-1%,-19%[9.22 µM],.,-13%[10 µM]
CCc1nnc(NS(=O)(=O)c2ccc(NC(=S)NC(=O)c3ccccc3)cc2)s1,10%,-1%,0%,-5%,5%,-2%,?
N#CC1(c2ccccc2)CCCN1C(=O)c1ccccc1Cl (configuration not stated),-1%,-1%,5%,-12%,14%,4%[38.3 µM],11%
COc1ccc(C2=NOC(C(=O)N3CCCCCC3)C2)cc1OC (configuration not stated),-2%,7%,.,9%,10%,.,12%
Cc1nnc(SCCOC(N)=O)n1C,-1%,15%,-4%,1%,6%,3%[38.3 µM],-13%
Cc1nn(C)c(C)c1CN(C)C(=O)c1cc2nc(-c3ccco3)cc(C(F)(F)F)n2n1,-4%,0%,10%,1%,-2%,24%[38.3 µM],26%[10 µM]
Cn1cccc1C(=O)N1CCC2(CCCN(Cc3ccc(C#N)cc3)C2)CC1,.,.,7%,-8%,.,17%,-43%[inhibitor]
Cc1ccc(NS(=O)(=O)c2ccc(Br)s2)cc1S(=O)(=O)N1CCOCC1,-3%,-8%,1%,-2%,?,2%,-37%[inhibitor]
COc1cccc(CN2CCNC(=O)C2CC(=O)NCCn2nc(C)cc2C)c1OC (configuration not stated),.,16%,-4%,1%,-7%[9.22 µM],.,8%[10 µM]
